Assay outcomes (PubChem)
Mdm2 MdmX PPI: disrupts the human Mdm2-MdmX interaction; SaOS-2 split-luciferase Mdm2/MdmX complementation, luminescence; inhibition, % at 8 µM; actives 3% (n = 330,000); AID 485346;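 active = inhibition of at least 50% at 8 µM in the primary screen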
Target sequence (O15151 whole entry, looked up): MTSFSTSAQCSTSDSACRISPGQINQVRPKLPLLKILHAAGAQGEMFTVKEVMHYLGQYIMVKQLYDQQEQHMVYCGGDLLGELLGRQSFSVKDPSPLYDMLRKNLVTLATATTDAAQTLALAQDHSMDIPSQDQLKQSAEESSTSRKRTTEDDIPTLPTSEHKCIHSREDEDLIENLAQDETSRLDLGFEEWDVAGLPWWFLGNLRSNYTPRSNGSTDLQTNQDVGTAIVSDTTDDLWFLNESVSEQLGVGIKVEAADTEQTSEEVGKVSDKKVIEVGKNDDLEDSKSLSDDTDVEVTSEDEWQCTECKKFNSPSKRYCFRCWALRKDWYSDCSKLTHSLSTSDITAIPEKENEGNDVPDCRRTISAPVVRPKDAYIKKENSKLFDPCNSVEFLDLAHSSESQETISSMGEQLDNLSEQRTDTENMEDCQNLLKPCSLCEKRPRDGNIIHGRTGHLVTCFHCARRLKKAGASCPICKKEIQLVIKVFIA
Target sequence (Q00987 whole entry, looked up): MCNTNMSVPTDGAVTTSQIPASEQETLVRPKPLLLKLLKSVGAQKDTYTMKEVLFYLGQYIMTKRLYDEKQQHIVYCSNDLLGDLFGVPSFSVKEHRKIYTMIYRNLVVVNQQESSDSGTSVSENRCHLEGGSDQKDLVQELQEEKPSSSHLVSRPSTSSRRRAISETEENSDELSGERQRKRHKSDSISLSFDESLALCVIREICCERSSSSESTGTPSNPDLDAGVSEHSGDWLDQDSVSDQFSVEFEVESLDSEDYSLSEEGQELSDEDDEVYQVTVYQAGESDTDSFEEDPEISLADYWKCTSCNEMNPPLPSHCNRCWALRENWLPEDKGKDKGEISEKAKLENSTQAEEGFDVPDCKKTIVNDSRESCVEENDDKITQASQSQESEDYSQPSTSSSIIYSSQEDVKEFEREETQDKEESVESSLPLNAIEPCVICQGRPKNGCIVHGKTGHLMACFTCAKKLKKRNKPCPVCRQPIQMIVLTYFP
NLRP3 yeast inh: inhibitors of NALP3 inflammasome in yeast. Yeast reconstituted NLRP3/ASC/caspase-1, beta-gal luminescence, 24 h. inhibition, % at 10 µM. actives 0.39% (n = 330,000);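 active = inhibition of 50% or more; inactive = inhibition below 50%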;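 also: plate controls were induced DMSO wells for no effect and uninduced yeast grown without galactose for full effect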
UPR CHOP act: apoptotic UPR (CHOP) activation; CHO-CHOP luciferase reporter, luminescence; percent of tunicamycin response over DMSO baseline; activation, % at 10 µM; actives 0.34% (n = 330,000); AID 449763;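 active = at 10 µM dose, activation of 40% or more, normalized to positive control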;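 also: 100% = tunicamycin at 10 µg/mL and 0% = DMSO alone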
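Dosing – one dose, 10 µM in 0.5% DMSO · System – CHO-CHOP cells, stable luciferase reporter of PERK-eIF2a-CHOP signalling · Input – 500 cells/well · Control set – tunicamycin 10 µg/mL final as positive, DMSO-only wells as negative · Timing – 6 h compound treatment, 37 °C · Measure – % activation vs tunicamycin · Technique – luminescence read with Steady-Glo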
APJ agonist: APJ receptor agonism; P35414; CHO-K1 APJ PathHunter beta-arrestin, luminescence; 0% DMSO wells, 100% apelin; activation, % at 20 µM; actives 0.11% (n = 330,000); AID 2520;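 active = activation more than six SD over the plate average, tested at 20 µM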;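 also: 0% = DMSO alone and 100% = apelin-13 at 10 nM; some results filed as inactive read as strong as hits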
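system = engineered CHO-K1 APJ arrestin reporter cells | input = 1000 cells per well | timing = overnight seeding, 90 min compound at 25 °C, 1 h detection | measured by = enzyme-fragment complementation luminescence | read-out = beta-arrestin recruitment to APJ as agonist activity, luminescent signal | control set = negative DMSO alone, positive Apelin-13 at 10 nM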
tim23-1 inh: inhibits growth of tim23-1 mutant yeast. inhibition, % at 20 µM. S. cerevisiae tim23-1 growth, BacTiter-Glo luminescence, 24 h. actives 1.3% (n = 330,000). AID 463212;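 active = growth inhibition of the mutant yeast at or above 50%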;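 also: temperature-sensitive mutant grown at 25 °C; plate controls were DMSO-treated mutant yeast for no effect and medium wells lacking yeast for full effect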
tim10-1 inh: tim10-1 yeast growth inhibition; actives 2.2% (n = 330,000); S. cerevisiae tim10-1 ts strain growth, BacTiter-Glo, 24 h; inhibition, % at 20 µM;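 active = inhibition of at least 40%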;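 also: mutant grown at 25 °C; 0% = DMSO wells with yeast and 100% = wells holding no yeast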
UPR XBP1 act: adaptive UPR (XBP1) activation; CHO-XBP1 luciferase reporter, IRE1-XBP1 UPR activation, luminescence; percent of tunicamycin response, DMSO as zero; activation, % at 20 µM; actives 0.33% (n = 330,000); AID 463104;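 active = versus positive control, 20 µM dose yields 30% or more activation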;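 also: 100% = tunicamycin at 10 µg/mL and 0% = DMSO only wells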
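Assay system: IRE1-XBP1 luciferase reporter CHO line. Input: 1000 cells/well. Buffer or medium: F12 with 10% serum. Doses: 20 µM, 1% DMSO. Times: overnight seeding at 37 °C, 6 h compound treatment at 37 °C. Technique: Steady-Glo luciferase glow luminescence, 10 min after reagent addition.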
GRIN3A LBD mod: NR3A (human) ligand-binding domain modulation | NR3A LBD differential scanning fluorimetry, Tm shift; 0% = protein alone, 100% = glycine-bound protein | Tm shift relative to glycine control, % at 25 µM | actives 2.5% (n = 340,000);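 active = melting temperature shift of at least 10% of the positive control shift, at one fixed dose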
TIM10 inh: inhibits growth of TIM10 yeast strain | S. cerevisiae TIM10 strain growth, BacTiter-Glo luminescence, 24 h | inhibition, % at 10 µM | actives 1.4% (n = 330,000);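 active = inhibition of 40% or more at the single tested concentration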;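 also: wild-type TIM10 isogenic control strain grown at permissive 25 °C; 0% = DMSO yeast wells and 100% = minimal medium wells without yeast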
* hit, by the source's call.

SMILES	Mdm2 MdmX PPI	NLRP3 yeast inh	UPR CHOP act	APJ agonist	tim23-1 inh	tim10-1 inh	UPR XBP1 act	GRIN3A LBD mod	TIM10 inh
CC(C)NC(=O)CN1CCN(C(=O)CCl)CC1	-4	5	1.3	-1	5	14	5	-2	14
Cc1ccc(-n2nc3c(c2NC(=O)C(C)C)CS(=O)(=O)C3)cc1	30	0	1.7	-3	6	12	-5	1	6
CCN(CC)CCNC(=O)c1ccc(NC(=O)C2CC(=O)N(c3ccc4c(c3)OCCO4)C2)cc1 (stereo not given)	10	9	1.4	0	-7	1	0	1	-6
CCOC(=O)c1c(C)[nH]c(C)c1S(=O)(=O)NC1CCN(C(=O)OCC)CC1	-8	6	0.2	-5	-12	-2	-3	-3	-4
O=C(CSc1nnc(-c2cccs2)o1)OCc1ccccc1	21	17	0.6	-4	29	22	-2	1	19
O=C(CCC1CCCCC1)NCc1ccccn1	23	10	1.8	-1	10	19	1	0	13
COc1cccc(C(=O)Nc2ccc3nc(N4CCOCC4)cc(C)c3c2)c1	-32	31	1.3	8	23	20	2	0	8
C/C(=N\OCc1ccc(C#N)cc1)c1ccccc1	-102	36	4.6	-3	12	1	0	-2	-14
CCOC(=O)Cc1c(C)nc2c(-c3ccc(OC)cc3)c(C)nn2c1C	-5	15	-2.2	-2	-18	26	1	-1	9
NS(=O)(=O)c1ccc(NC(=O)CCCCCN2C(=O)c3ccccc3C2=O)cc1	25	9	-0.1	-5	-10	-17	-3	3	-7
COC(=O)/C(C#N)=C\c1c(OC)[nH]c2ccccc12	21	11	-0.5	1	2	-7	-1	-1	14
Nc1nc2c(Cl)cc(Cl)cc2s1	17	2	-0.2	0	14	37	2	1	8
CCOC(=O)c1c(N)sc(N)c1C(=O)OCC	1	20	0.5	-12	16	10	0	-4	1
Cc1ccc(C)c(C(=O)NC(C)c2ccc(-n3ccnc3)cc2)c1 (stereo not given)	9	1	-1.2	2	8	9	-5	-1	2
C=CCc1ccccc1OCC(O)CN1CCN(c2ccccc2OC)CC1 (stereo not given)	16	18	-0.7	-3	-2	-12	-4	-13	-14

3 compounds picked at random from those above:
SMILES	Mdm2 MdmX PPI	NLRP3 yeast inh	UPR CHOP act	APJ agonist	tim23-1 inh	tim10-1 inh	UPR XBP1 act	GRIN3A LBD mod	TIM10 inh
Cc1ccc(-n2nc3c(c2NC(=O)C(C)C)CS(=O)(=O)C3)cc1	30	0	1.7	-3	6	12	-5	1	6
C/C(=N\OCc1ccc(C#N)cc1)c1ccccc1	-102	36	4.6	-3	12	1	0	-2	-14
CCN(CC)CCNC(=O)c1ccc(NC(=O)C2CC(=O)N(c3ccc4c(c3)OCCO4)C2)cc1 (stereo not given)	10	9	1.4	0	-7	1	0	1	-6

Remaining list, next part
SMILES	Mdm2 MdmX PPI	NLRP3 yeast inh	UPR CHOP act	APJ agonist	tim23-1 inh	tim10-1 inh	UPR XBP1 act	GRIN3A LBD mod	TIM10 inh
COc1ccc2nnc(-c3ccc(C(F)(F)F)cc3)n2n1	24	39	0.0	1	10	-5	-1	0	5
CC(C)COc1cccc(C(=O)Nc2ccc(S(=O)(=O)N3CCOCC3)cc2)c1	20	-10	-1.4	-2	14	18	6	-1	13
CN(CC(=O)Nc1c(Cl)cccc1Cl)C(=O)c1cc2ccccc2cc1O	13	17	-0.1	-1	1	14	-1	0	1
COC(=O)c1cn(CCOc2ccccc2)c2ccccc12	-18	40	-3.7	1	10	17	0	-21	-24
Cc1ccc(C(=O)N(c2c(C)n(C)n(-c3ccccc3)c2=O)C(C)C)cc1	16	6	-0.8	-1	-3	7	-2	1	-3
O=C(CCn1c(=S)[nH]c2ccccc2c1=O)NCC1CCCO1 (stereo not given)	-12	-3	-0.4	-2	15	11	-2	-1	0
Cc1c(C(=O)NCc2cccs2)oc2ccc(S(=O)(=O)N3CCOCC3)cc12	29	2	-1.2	10	-10	15	-3	-1	3
NC(=O)c1ccc(NC(=O)COC(=O)CCC(=O)c2ccc(Cl)cc2)cc1	22	-2	-1.6	-5	0	8	0	-1	1
COc1ccc(NC(=O)c2cc3c(s2)CCC3)cc1S(=O)(=O)N1CCOCC1	26	23	-0.7	17	18	5	-2	-3	-13
Cc1ccc(C(C)C)c(OCc2ccc(-c3nnco3)cc2)c1	47	22	-1.3	-2	-12	-11	-3	-21	-16
CCC(CCC(=O)NNC(=O)Cc1ccc([N+](=O)[O-])cc1)C(=O)O (stereo not given)	11	-4	-0.8	-1	3	-5	-2	0	6
COc1ccc(-c2nn(CCC#N)cc2C(=O)Nc2cccc(C(=O)O)c2)cc1OC	3	8	0.2	-3	10	13	-4	-2	1
CC1CCN(S(=O)(=O)c2ccc(NC(=O)c3ccncc3)cc2)CC1	2	18	-3.0	7	30	37	-3	12*	18
COc1ccc(OC)c(NC(=O)CN(Cc2ccccc2)S(C)(=O)=O)c1	15	17	0.3	-3	-2	-17	-3	-3	-10
COc1ccc(N2CCN(CCNS(=O)(=O)c3ccc(C)cc3)CC2)cc1	-4	11	-1.3	1	18	25	-2	0	2
COC(=O)c1cc(NC(=O)C2COc3ccccc3O2)ccc1Cl (stereo not given)	-20	-23	0.1	-5	35	40	1	-1	31
CCOCCOC(=O)C(C)Oc1ccc(Oc2nc(Cl)ccc2Cl)cc1 (stereo not given)	4	11	-2.1	-2	23	24	1	-14	9
CC(C)OCCCNC(=O)NC(=O)c1ccc(Cl)cc1	-1	33	0.3	-3	6	12	5	1	-4
COC(=O)Nc1nnc(-c2ccccc2Cl)s1	-10	30	2.2	-1	33	15	1	-1	14
Cc1ccc(OCCCN2CCCC2)c(C)c1	43	17	-3.2	0	24	-8	-2	-1	-5
CC(C)(C)C(=O)Nc1ccc(-c2nc3ccccc3c(=O)o2)cc1	19	-2	-8.0	-1	10	28	-4	-4	30
CC1CCc2c(sc(NC(=O)c3cccn3C)c2C(N)=O)C1 (stereo not given)	-41	14	4.6	-1	26	12	8	2	5
O=C(CN1CCN(c2ccc(Cl)cc2)CC1)Nc1ccc(F)cc1	-2	21	-2.3	-1	40	31	0	-2	24
COc1ccc(-c2cc(C(=O)N3CC(C)CC(C)C3)c3ccccc3n2)cc1OC (stereo not given)	19	17	2.3	-5	21	25	-1	-2	6
OCCNC1=NCCN1	23	9	0.2	-2	-9	-7	-1	0	-5
NS(=O)(=O)c1ccc(CCNC(=O)C2CCN(S(=O)(=O)c3cnc[nH]3)CC2)cc1	23	-10	0.8	3	-11	-13	-5	0	-1
CCN1C(N(C)CCc2c[nH]c3ccccc23)=N[C@@H](c2cccc(C(F)(F)F)c2)C(C(=O)OC)=C1C	88*	24	3.2	0	15	11	5	-4	0
Cc1ccc(C(=O)COC(=O)C(C)N2C(=O)C3C4CCC(C4)C3C2=O)cc1C (stereo not given)	19	19	0.1	-1	14	3	-4	2	-11
CCCCCCCCC[n+]1cccc2c3ccccc3ccc21	91*	37	8.6	2	-52	16	15	-1	-53
CSCCC(NC(N)=O)C(=O)Nc1cccc(S(=O)(=O)N2CCOCC2)c1 (stereo not given)	8	18	0.5	1	4	23	-1	-1	-18

Some of these compounds in order of SMILES length, descending:
SMILES	Mdm2 MdmX PPI	NLRP3 yeast inh	UPR CHOP act	APJ agonist	tim23-1 inh	tim10-1 inh	UPR XBP1 act	GRIN3A LBD mod	TIM10 inh
CCN1C(N(C)CCc2c[nH]c3ccccc23)=N[C@@H](c2cccc(C(F)(F)F)c2)C(C(=O)OC)=C1C	88*	24	3.2	0	15	11	5	-4	0
NS(=O)(=O)c1ccc(CCNC(=O)C2CCN(S(=O)(=O)c3cnc[nH]3)CC2)cc1	23	-10	0.8	3	-11	-13	-5	0	-1
Cc1ccc(C(=O)COC(=O)C(C)N2C(=O)C3C4CCC(C4)C3C2=O)cc1C (stereo not given)	19	19	0.1	-1	14	3	-4	2	-11
COc1ccc(-c2cc(C(=O)N3CC(C)CC(C)C3)c3ccccc3n2)cc1OC (stereo not given)	19	17	2.3	-5	21	25	-1	-2	6
CSCCC(NC(N)=O)C(=O)Nc1cccc(S(=O)(=O)N2CCOCC2)c1 (stereo not given)	8	18	0.5	1	4	23	-1	-1	-18
COc1ccc(N2CCN(CCNS(=O)(=O)c3ccc(C)cc3)CC2)cc1	-4	11	-1.3	1	18	25	-2	0	2
CC(C)(C)C(=O)Nc1ccc(-c2nc3ccccc3c(=O)o2)cc1	19	-2	-8.0	-1	10	28	-4	-4	30
O=C(CN1CCN(c2ccc(Cl)cc2)CC1)Nc1ccc(F)cc1	-2	21	-2.3	-1	40	31	0	-2	24
COC(=O)c1cc(NC(=O)C2COc3ccccc3O2)ccc1Cl (stereo not given)	-20	-23	0.1	-5	35	40	1	-1	31
CC1CCc2c(sc(NC(=O)c3cccn3C)c2C(N)=O)C1 (stereo not given)	-41	14	4.6	-1	26	12	8	2	5
CCCCCCCCC[n+]1cccc2c3ccccc3ccc21	91*	37	8.6	2	-52	16	15	-1	-53
COC(=O)Nc1nnc(-c2ccccc2Cl)s1	-10	30	2.2	-1	33	15	1	-1	14
OCCNC1=NCCN1	23	9	0.2	-2	-9	-7	-1	0	-5

(more compounds)
SMILES	Mdm2 MdmX PPI	NLRP3 yeast inh	UPR CHOP act	APJ agonist	tim23-1 inh	tim10-1 inh	UPR XBP1 act	GRIN3A LBD mod	TIM10 inh
COC(=O)c1nn(-c2ccccc2)c2nnc(Cc3ccc(C)cc3)c(=O)n12	-31	-15	-0.6	-1	3	11	0	-1	-11
CCc1ccc(C2CC(c3ccc(Cl)cc3)n3nc(N)nc3N2)cc1 (stereo not given)	5	11	0.3	-3	1	10	1	-1	1
COCCCNC(=O)Cc1c(C)c2cc3c(cc2oc1=O)OC(C)(C)CC3	7	5	-0.5	0	18	24	3	1	-4
Cc1ccc(N2CCN(C(=O)c3cccc([N+](=O)[O-])c3)CC2)cc1Cl	-4	2	-1.5	1	19	28	-2	1	9
CC(C)C(=O)Nc1cccc(C(=O)Nc2cc([N+](=O)[O-])ccc2F)c1	0	-18	0.8	0	15	28	-2	0	15
O=C(NCc1n[nH]c(=S)n1Cc1ccccc1)c1ccccc1	-4	4	-2.9	-2	-3	3	0	0	4
COc1ccc(C(=O)COC(=O)CNS(=O)(=O)c2ccc(C)cc2)cc1	11	10	1.2	-1	10	16	1	-1	11
O=C(CCN1C(=O)COc2ccccc21)NCCN1CCN(c2cccc(Cl)c2)CC1	-8	19	-0.8	3	12	17	-5	-1	11
c1ccc(CN2CCC(Nc3nc(-c4cccs4)nc4ccccc34)CC2)cc1	93*	38	0.6	-3	27	1	3	5	33
Nc1n[nH]c2c1C1(CCCCC1)Cc1ccccc1-2	10	5	1.8	-2	17	38	0	-1	4
C/C(=N\NC(=O)c1cccnc1)c1ccccc1	6	18	1.0	-3	9	7	-4	1	4
CCC(=O)c1ccc(OCC(=O)Nc2ccc(N3CCOCC3)cc2N2CCOCC2)cc1	34	25	0.4	2	7	-10	-3	1	10
C/C=C(\C)C(=O)NCCN1C2=NC[C@@H](Cc3ccccc3)N2C[C@H]1Cc1ccc(O)cc1	-13	6	4.4	-2	-11	-13	-1	0	-2
O=S1(=O)N=C2CCCCCN2C(c2ccc(Br)cc2)N1 (stereo not given)	-3	28	0.0	0	0	0	1	0	5
